Screens deposited in PubChem BioAssay by several laboratories.
NPR1 activator – GC-A (human) enzyme activation; AID 1671463; activation, % at 10 µM; HEK293 GC-A cells, cGMP TR-FRET, EC30 ANP; 0% at EC30 ANP, 100% saturating ANP; 370,000 compounds, 0.14% hits; in the data active = activation above about 40%
NPR2 activator – GC-B (human) receptor activation | activation, % at 10 µM | HEK293-GC-B cells, CNP EC30, cGMP TR-FRET; 0% at EC30 CNP, 100% saturating CNP | P20594 | 370,000 compounds, 0.11% hits | AID 1920062;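 active = activation at 10 µM reaching about 35% in either raw or pattern-adjusted values, limit read from the data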
SMARCA2 act – SMARCA2 function activation, primary screen. AID 652017. 370,000 compounds, 1% hits. MG213 cells, MMTV-luciferase reporter, dexamethasone, overnight. activation, % at 9.1 µM; in the data active = activation above about 7.8%;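 note: 0% = vehicle wells and 100% = reference activator wells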
ASAP1 inh – inhibitors of human ASAP1 ArfGAP activity. Q9ULH1. ASAP1-stimulated ARF1 GTP hydrolysis, GDP FP detection. inhibition, % at 16.5 µM. 360,000 compounds, 0.19% hits. AID 624377; in the data active = inhibition above about 25%;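 note: 0% = vehicle with enzyme and substrate and 100% = no enzyme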
ARFGAP1 inhibitor – rat ARFGAP1 inhibition. Arfgap1-stimulated ARF1 GTP hydrolysis, GDP FP detection. inhibition, % at 16.5 µM. Q62848. AID 651572. 360,000 compounds, 0.26% hits;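 active = inhibition above a per-plate limit, mean inhibition of low control wells plus 3 SD, cut at about 25% in these data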;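 note: 0% = DMSO wells with enzyme and 100% = wells lacking Arfgap1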
Target sequence (Q62848 1-136 limits assumed): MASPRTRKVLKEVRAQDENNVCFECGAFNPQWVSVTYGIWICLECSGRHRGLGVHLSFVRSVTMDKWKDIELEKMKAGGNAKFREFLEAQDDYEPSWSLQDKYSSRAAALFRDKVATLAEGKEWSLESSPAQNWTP
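Material – truncated rat Arfgap1 GAP domain · Buffer or medium – HEPES-based buffer, pH 7.5 · Reagent – human ARF1(Δ1-17)-GTP substrate · Dosing – 16.5 µM single point, 1.26% DMSO · Schedule – GTP hydrolysis reaction 2 h at 25 °C · Technique – GDP detection by fluorescence polarization · Benchmarks – No-Arfgap1 wells (100%) versus DMSO full-reaction wells (0%) · Repeats – single replicate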
NR1D1 modulator – modulates human Rev-erb alpha binding to DNA | activity, % at 10 µM | Rev-erbα–FITC-DNA binding, fluorescence polarization, 90 min | 370,000 compounds, 0.79% hits;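 active = activity above about 14%, limit read from the data; passing the limit was not always enough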;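 note: 0% = DMSO wells with 35 nM protein and 100% = DMSO wells with 750 nM protein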
mABHD4 FP – inhibitors of mouse ABHD4 | AID 720543 | purified mABHD4, FP-Rh probe fluorescence polarization | 370,000 compounds, 0.54% hits | inhibition, % at 8.92 µM;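 active = inhibition exceeding the mean over every tested compound plus 3 SD, cut at about 30% in these data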;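 note: 0% = plate median of compound wells and 100% = S159A mutant with DMSO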
Target sequence (Q8VD66 whole entry, looked up): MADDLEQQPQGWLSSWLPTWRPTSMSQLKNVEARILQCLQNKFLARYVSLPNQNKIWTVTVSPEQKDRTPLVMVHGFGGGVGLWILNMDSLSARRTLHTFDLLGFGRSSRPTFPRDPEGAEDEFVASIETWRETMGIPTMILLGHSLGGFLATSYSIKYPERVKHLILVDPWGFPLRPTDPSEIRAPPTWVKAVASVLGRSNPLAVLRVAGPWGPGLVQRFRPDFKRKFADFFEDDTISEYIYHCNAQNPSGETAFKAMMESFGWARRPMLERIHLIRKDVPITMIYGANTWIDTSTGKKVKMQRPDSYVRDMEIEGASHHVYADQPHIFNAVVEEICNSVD
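assay system = mABHD4 protein | compound dosing = single nominal dose of 8.92 µM, 0.89% DMSO final | read-out basis = percent inhibition of probe binding, normalized to plate controls | schedule = Enzyme–compound pre-incubation 45 min, then probe 60 min, both 25 °C | detection = fluorescence polarization, excitation 525 nm, emission 598 nm, BODIPY TMR filters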
rCAG RNA binder – molecules binding r(CAG) RNA repeats; r(CAG) RNA repeat, TO-PRO-1 dye displacement fluorescence; inhibition, % at 3 µM; 370,000 compounds, 1.3% hits;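 active = inhibition above the plate cutoff, the mean of all test compounds on that plate plus 3 SD, cut at about 35% in these data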;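 note: 0% = DMSO alone and 100% = 100 µM mitoxantrone as full dye displacement; higher means more dye released from RNA so lower well fluorescence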
PG9 binder – PG9 antibody binding by small molecule. 360,000 compounds, 0.43% hits. inhibition, % at 6.7 µM. TR-FRET gp120-PG9 antibody binding; in the data active = inhibition above about 8.5%
HTRA1 inhibitor – blocks human HTRA1 serine peptidase. inhibition, % at 5.96 µM. Q92743. 340,000 compounds, 0.5% hits. AID 504803. recombinant HTRA1, FP-rhodamine activity-based probe, fluorescence polarization; in the data active = inhibition above about 36%;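 note: 0% = enzyme with DMSO and 100% = wells lacking enzyme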
Target sequence (Q92743 whole entry, looked up): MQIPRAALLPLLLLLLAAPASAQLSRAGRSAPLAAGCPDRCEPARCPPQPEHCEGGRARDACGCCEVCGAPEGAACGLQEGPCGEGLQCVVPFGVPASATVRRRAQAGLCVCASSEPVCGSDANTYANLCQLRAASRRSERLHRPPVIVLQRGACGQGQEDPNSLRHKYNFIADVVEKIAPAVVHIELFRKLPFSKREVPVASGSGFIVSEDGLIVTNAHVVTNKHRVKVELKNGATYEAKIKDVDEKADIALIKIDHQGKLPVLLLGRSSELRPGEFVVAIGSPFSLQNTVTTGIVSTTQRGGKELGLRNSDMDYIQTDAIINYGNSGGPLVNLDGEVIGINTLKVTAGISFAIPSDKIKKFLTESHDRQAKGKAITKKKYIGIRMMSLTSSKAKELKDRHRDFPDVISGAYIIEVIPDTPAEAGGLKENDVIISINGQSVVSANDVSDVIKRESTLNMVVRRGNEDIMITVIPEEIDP
* hit, by the source's call; · = not tested or not shown.

Each structure is followed by: NPR1 activator	NPR2 activator	SMARCA2 act	ASAP1 inh	ARFGAP1 inhibitor	NR1D1 modulator	mABHD4 FP	rCAG RNA binder	PG9 binder	HTRA1 inhibitor
1. Cc1cn([C@H]2C[C@H](O)[C@@H](CCC(=O)NCCc3cnc[nH]3)O2)c(=O)[nH]c1=O
    2	5	-5	-1	-2	-9	0	-1	-0.5	2
2. Fc1ccc2cnc(-c3cccnc3)cc2c1
    -4	-3	1	0	-2	0	3	0	0.1	-8
3. COc1ccc(C(NC(=O)C2CCN(CCCOc3ccccc3)CC2)c2ccccn2)cc1 (centres undefined)
    -1	-3	-5	7	0	-4	-3	-1	1.9	·
4. CCOC(=O)C1=CCN(S(=O)(=O)c2ccc(Cl)cc2)C1c1cccc(Br)c1 (centres undefined)
    -17	-12	-3	1	-4	5	-2	2	-0.4	·
5. CN(CCO)c1ccc(C(C(=O)c2ccccc2)c2ccc(N(C)CCO)cc2)cc1
    1	4	1	-5	9	0	-2	-2	1.4	7
6. COc1ccccc1NC(=O)N1CCN(c2ccnc3cc(Cl)ccc23)CC1
    -3	-3	-3	2	10	1	-3	-2	1.4	-10
7. O=C(c1cccc(F)c1)N1CCC(c2nc3ccccc3s2)CC1
    -1	6	4	0	13	3	2	-4	1.3	-4
8. C[C@H](CO)N1C[C@H](C)[C@@H](CN(C)S(=O)(=O)c2ccccc2C#N)OCc2cnnn2CCCC1=O
    2	-3	0	0	10	0	2	4	-1.8	4
9. CCOC(=O)c1[nH]c(CO)c(C(=O)OCC)c1C
    3	2	0	6	13	2	0	-3	-0.2	4
10. CCC(C)NC(=O)CSc1nnc(-c2ccc(OC)c(OC)c2)c(-c2ccc(OC)c(OC)c2)n1 (centres undefined)
    -1	3	-2	-7	-4	1	-6	-2	1.5	-8
11. CCOCCCNS(=O)(=O)c1ccc2c(c1)oc(=O)n2CC(=O)OCC
    6	2	-3	6	-3	1	0	0	-1.4	5
12. S=C(NCc1cccs1)Nc1cccc(Cl)c1
    8	-2	·	·	·	0	·	·	·	-14
13. COc1ccccc1/C=C1\SC(=S)N(CCC(=O)N2CCCCC2CCO)C1=O (centres undefined)
    -2	-4	3	-5	-7	-2	-7	0	-2.4	-31
14. Cc1ccc(N2CC(C(=O)Nc3ccc4c(c3)OCO4)CC2=O)cc1 (centres undefined)
    4	0	-4	1	1	-4	6	0	-0.2	6
15. Nc1nc2ncc(C(=O)c3cc(F)ccc3O)cc2s1
    1	-2	2	-8	3	3	-5	8	-1.1	-11
16. COc1ccccc1CC(=O)Nc1ccc2c(c1)OC1(CCCC1)O2
    0	4	0	18	8	-5	5	1	0.8	-11
17. CNC(=S)NNC(=O)c1oc2nc(-c3ccccc3)cc(C)c2c1N
    6	0	-5	-5	2	0	12	6	1.1	23
18. Cc1ccc2c(Cl)c(C)c(N3CCCCC3)nc2n1
    2	-3	5	-11	-4	0	-2	-3	-1.6	-2
19. CCOC(=O)CC(=O)Nc1ccc(Br)cc1C(=O)O
    -4	-3	1	15	12	-1	-4	1	-3.4	4
20. COC(CNC(=O)CSCc1nc(-c2ccc(SC)cc2)oc1C)OC
    4	4	-1	-9	3	-1	2	-3	1.5	0

A draw from above in order of molecular weight, low to high:
Each structure is followed by: NPR1 activator	NPR2 activator	SMARCA2 act	ASAP1 inh	ARFGAP1 inhibitor	NR1D1 modulator	mABHD4 FP	rCAG RNA binder	PG9 binder	HTRA1 inhibitor
18. Cc1ccc2c(Cl)c(C)c(N3CCCCC3)nc2n1
    2	-3	5	-11	-4	0	-2	-3	-1.6	-2
12. S=C(NCc1cccs1)Nc1cccc(Cl)c1
    8	-2	·	·	·	0	·	·	·	-14
15. Nc1nc2ncc(C(=O)c3cc(F)ccc3O)cc2s1
    1	-2	2	-8	3	3	-5	8	-1.1	-11
19. CCOC(=O)CC(=O)Nc1ccc(Br)cc1C(=O)O
    -4	-3	1	15	12	-1	-4	1	-3.4	4
14. Cc1ccc(N2CC(C(=O)Nc3ccc4c(c3)OCO4)CC2=O)cc1 (centres undefined)
    4	0	-4	1	1	-4	6	0	-0.2	6
16. COc1ccccc1CC(=O)Nc1ccc2c(c1)OC1(CCCC1)O2
    0	4	0	18	8	-5	5	1	0.8	-11
11. CCOCCCNS(=O)(=O)c1ccc2c(c1)oc(=O)n2CC(=O)OCC
    6	2	-3	6	-3	1	0	0	-1.4	5
6. COc1ccccc1NC(=O)N1CCN(c2ccnc3cc(Cl)ccc23)CC1
    -3	-3	-3	2	10	1	-3	-2	1.4	-10
5. CN(CCO)c1ccc(C(C(=O)c2ccccc2)c2ccc(N(C)CCO)cc2)cc1
    1	4	1	-5	9	0	-2	-2	1.4	7
3. COc1ccc(C(NC(=O)C2CCN(CCCOc3ccccc3)CC2)c2ccccn2)cc1 (centres undefined)
    -1	-3	-5	7	0	-4	-3	-1	1.9	·
10. CCC(C)NC(=O)CSc1nnc(-c2ccc(OC)c(OC)c2)c(-c2ccc(OC)c(OC)c2)n1 (centres undefined)
    -1	3	-2	-7	-4	1	-6	-2	1.5	-8
8. C[C@H](CO)N1C[C@H](C)[C@@H](CN(C)S(=O)(=O)c2ccccc2C#N)OCc2cnnn2CCCC1=O
    2	-3	0	0	10	0	2	4	-1.8	4

Carrying on.
Each structure is followed by: NPR1 activator	NPR2 activator	SMARCA2 act	ASAP1 inh	ARFGAP1 inhibitor	NR1D1 modulator	mABHD4 FP	rCAG RNA binder	PG9 binder	HTRA1 inhibitor
21. Cc1ccc(S(=O)(=O)NNC2=NCCCCC2)cc1
    7	-4	7	15	5	-2	0	-4	1.2	-2
22. COc1ccc(C(=O)c2sc3nc(-c4ccc(OC)cc4)ccc3c2N)cc1
    10	-6	8	3	4	-4	-2	17	-0.4	-4
23. COc1cc(C(=O)O/N=C2\C=CC(=O)C=C2C)cc(OC)c1OC
    -3	-2	-3	8	-2	-2	5	12	-1.4	4
24. O=C(CCCN1C(=O)/C(=C\c2cccs2)SC1=S)NNC(=O)c1ccncc1
    -10	-1	-2	-9	15	-9	3	1	-1.0	5
25. Cc1oc2c(CN(C)C)c(O)ccc2c(=O)c1-c1cscn1
    4	1	-2	12	-10	-7	2	0	-0.4	-2
26. O=C(NN1C(=O)C2C(C1=O)C1C=CC2C12CC2)c1ccncc1 (centres undefined)
    6	2	-5	-9	-1	7	-1	-2	1.8	7
27. Cc1ccc(NC(=O)CN(C)C(=O)CSc2nc3ccccc3c(=O)n2Cc2ccco2)cc1
    -1	0	-2	2	0	1	-8	4	-0.2	-13
28. O=C(O)CC/C(=N/NC(=O)CNC(=O)c1ccc2c(c1)OCCO2)c1ccccc1
    -3	3	1	13	-7	-5	-5	1	0.9	-1
29. CC(=O)NNc1[nH]c2c(c(=O)c1[N+](=O)[O-])c(=O)n(C)c(=O)n2C
    3	0	-1	-3	-2	-5	-3	2	-2.7	-2
30. CCOc1ccc(N2C(=O)C3C4C=CC([C@H]5CC45)[C@@H]3C2=O)cc1 (some centres undefined)
    4	-3	-1	4	14	-4	-6	-5	-1.5	-3
31. O=C(NNC(=O)C12CC3CC(CC(C3)C1)C2)c1ccccc1F
    4	1	-3	-4	9	5	4	-3	-0.3	8
32. CCOC(=O)C1=C[C@@H](C)N(S(=O)(=O)c2ccc(C)cc2)[C@H]1c1ccccc1
    -3	-8	0	9	2	-2	-3	2	-1.5	·
33. C=CCn1c(O)c(C(CC)=Nc2ccccc2NC(=O)CC)c(=O)[nH]c1=O
    -1	5	5	-2	3	4	7	4	1.1	-5
34. CCOc1ccc(-n2c(CCc3ccccc3)n[nH]c2=S)cc1
    -3	-5	0	8	5	3	-8	0	-0.8	1
35. O=C(Cc1ccc(F)cc1)Nc1c2c(nn1-c1cccc(Cl)c1)CS(=O)C2 (centres undefined)
    -6	1	0	5	3	-2	1	-2	-1.3	6
36. CC(C)n1cnnc1SCC(=O)Nc1cccc(S(=O)(=O)N(C)c2ccccc2)c1
    1	1	-1	0	9	1	-11	8	1.5	-2
37. Fc1ccccc1N1CCN(Cc2nc(-c3ccc(Cl)cc3Cl)no2)CC1
    4	-3	-5	4	16	1	-12	4	-0.3	-11
38. COC(=O)c1cc2c(c3c4cc(OC)ccc4n(S(=O)(=O)c4ccc(F)cc4)c13)C(=O)N(C)C2
    -4	-1	-6	-15	14	-6	-2	14	0.6	·
39. Cc1cccc2c(=O)n(C(=O)c3ccccc3)c(N)nc12
    -5	-6	2	2	-6	-3	-1	10	-0.3	-3
40. Cc1nnc2n(-c3ccccc3)c(=O)c3c4c(sc3n12)CC(C)CC4 (centres undefined)
    19	9	5	1	-6	-1	0	-3	-2.4	-4

Remaining list, next part:
Each structure is followed by: NPR1 activator	NPR2 activator	SMARCA2 act	ASAP1 inh	ARFGAP1 inhibitor	NR1D1 modulator	mABHD4 FP	rCAG RNA binder	PG9 binder	HTRA1 inhibitor
41. O=C(c1cc2cccc([N+](=O)[O-])c2oc1=O)N1CCOCC1
    -7	-12	4	11	3	-2	-11	0	2.5	3
42. CC(CCc1ccccc1)NC(=O)C1CCN(S(=O)(=O)c2ccc(F)cc2)CC1 (centres undefined)
    2	-2	-2	23	9	1	9	-4	-0.5	-4
43. COc1ccc(CN2C(=O)CN=C2Nc2cc(C)ccc2C)cc1
    -2	-2	-3	8	2	-1	-1	-2	-1.0	2
44. CCOC(=O)N1CCN(c2ncnc3c2cnn3-c2ccc(OC)cc2)CC1
    -1	-4	-1	9	9	1	-3	-3	-0.7	1
45. CN(CC(=O)Nc1ccccc1C(F)(F)F)C(=O)c1ccccc1Sc1ccccc1C#N
    -4	0	-5	-13	10	-10	0	-2	2.7	-4
46. O=C(COc1ccc(Cl)cc1Br)NC(=O)NCc1ccccc1
    5	6	-1	-10	10	-4	11	-5	-1.4	-10
47. CC1(Oc2ccc(-n3ccnc3)cc2)CCN(Cc2cccn2-c2nccs2)C1 (centres undefined)
    -8	-2	2	-8	-8	-3	4	1	0.0	·
48. Cc1cc(S(=O)(=O)N2CCCCC2CCNC(=O)C(=O)NCC2CCCO2)ccc1F (centres undefined)
    -1	-2	0	1	3	-5	-1	-8	1.1	-1
49. Cc1c(C(=O)NCc2ccccc2)c(-c2ccccc2)nn1-c1ccccc1
    4	2	-1	4	4	0	-10	-5	1.0	-7
50. CC(=O)c1c(C)nn(CC(O)COc2ccc3c(c2)CCC3)c1C (centres undefined)
    -2	0	-3	2	-3	5	-1	-9	-2.3	-5
51. CCOC(=O)[C@]12CCCC=C1N(Cc1ccco1)C(=O)[C@H](CC(=O)N1CCN(C(=O)c3ccco3)CC1)C2
    1	4	-5	6	-6	0	1	-1	1.8	·
52. O=C(COC(=O)CN1CCSC1=O)Nc1ccc(F)cc1Cl
    -4	-2	1	-17	-4	-2	-2	0	-2.2	5
53. Cc1cccc(NC(=O)c2cc(-c3cc(C)ccc3O)n[nH]2)c1
    -2	-2	8	7	-8	2	-1	10	2.6	-2
54. C=CCn1c(-c2c[nH]c3ccccc23)n[nH]c1=S
    20	19	3	6	-10	-3	8	4	-1.4	1
55. CCNc1nc(NCC)n2c(SCC(=O)NC34CC5CC(CC(C5)C3)C4)nnc2n1
    -3	3	0	-6	-4	-3	1	-1	-1.9	0
